Compound activity (PubChem BioAssay)
Bcl-W Bim block – inhibitors of Bim-Bcl-W interaction, human | bead-based flow cytometry, Bim peptide-Bcl-W binding | inhibition, % at 10 µM | 190,000 compounds, 0.02% hits | AID 952;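 further: 0% = bound tracer without compound and 100% = peptide blocker; higher means less fluorescent Bim peptide bound to Bcl-W beads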
Target sequence (Q92843 whole entry, looked up): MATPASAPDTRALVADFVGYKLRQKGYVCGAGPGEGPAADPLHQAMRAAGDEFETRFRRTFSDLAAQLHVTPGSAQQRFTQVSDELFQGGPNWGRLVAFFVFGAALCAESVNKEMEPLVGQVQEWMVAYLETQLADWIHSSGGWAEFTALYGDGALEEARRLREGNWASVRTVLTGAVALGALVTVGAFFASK
RGS7-Gao – regulators of human RGS7-Galphao interaction; binding response (% of control), % at 10 µM; Multiplexed bead flow cytometry, RGS7-Galphao binding; actives lie on both sides; 220,000 compounds, 0.35% hits; AID 1439; P09471; in the data active means binding response below about 49% or above about 150%; inconclusive means no clear call, values can overlap the other calls; inactive means in between;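 further: fluorescent Galphao held in activated GDP-AlF4 state binding bead-coupled RGS7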
RGS4-Gao reg – modulates binding of RGS4 to human Galphao; P09471; Multiplexed bead flow cytometry; actives lie on both sides; binding response (% of control), % at 10 µM; 220,000 compounds, 0.33% hits; in the data active means binding response below about 49% or above about 150%; inactive means in between;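 further: fluorescent Galphao activated with aluminum fluoride binding bead-coupled RGS4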
RGS8-Gao – human RGS8-Galphao interaction regulation. P09471. multiplexed bead flow cytometry, RGS8-Galphao binding; actives lie on both sides. response (percent of control binding), % at 10 µM. 220,000 compounds, 0.34% hits. AID 1423; in the data active means response below about 60% or above about 140%; inactive means in between;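 further: Galphao activated as the GDP aluminium fluoride complex binding bead-coupled RGS8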
Bim-Bcl-2 – inhibitors of Bim-Bcl-2 interaction, human | Bead-based flow cytometry, Bim peptide-Bcl-2 binding | inhibition, % at 10 µM | 190,000 compounds, 0.06% hits; in the data active means inhibition above about 40%; inconclusive means no clear call, values can overlap the other calls;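 further: 0% = no compound wells with probe peptide and 100% = reference peptide inhibitor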
ABCB1 inh – blocks JC-1 efflux by human ABCB1 transporter; P08183; AID 1326; 190,000 compounds, 0.067% hits; CCRF-Adr cells, flow cytometry; inhibition, % at 6.6 µM; in the data active means inhibition above about 40%;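 further: 0% = vehicle and 100% = reference inhibitor; higher value means more JC-1 retained so stronger ABCB1 efflux block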
ABCG2 block – human ABCG2 inhibition, ABCB1 as counter-screen | Q9UNQ0 | inhibition, % at 6.6 µM | 190,000 compounds, 0.1% hits | IgMXP3 cells, JC-1 efflux, flow cytometry;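 active means inhibition above 80%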;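 further: 0% = DMSO and 100% = nicardipine control wells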
Target sequence (Q9UNQ0 whole entry, looked up): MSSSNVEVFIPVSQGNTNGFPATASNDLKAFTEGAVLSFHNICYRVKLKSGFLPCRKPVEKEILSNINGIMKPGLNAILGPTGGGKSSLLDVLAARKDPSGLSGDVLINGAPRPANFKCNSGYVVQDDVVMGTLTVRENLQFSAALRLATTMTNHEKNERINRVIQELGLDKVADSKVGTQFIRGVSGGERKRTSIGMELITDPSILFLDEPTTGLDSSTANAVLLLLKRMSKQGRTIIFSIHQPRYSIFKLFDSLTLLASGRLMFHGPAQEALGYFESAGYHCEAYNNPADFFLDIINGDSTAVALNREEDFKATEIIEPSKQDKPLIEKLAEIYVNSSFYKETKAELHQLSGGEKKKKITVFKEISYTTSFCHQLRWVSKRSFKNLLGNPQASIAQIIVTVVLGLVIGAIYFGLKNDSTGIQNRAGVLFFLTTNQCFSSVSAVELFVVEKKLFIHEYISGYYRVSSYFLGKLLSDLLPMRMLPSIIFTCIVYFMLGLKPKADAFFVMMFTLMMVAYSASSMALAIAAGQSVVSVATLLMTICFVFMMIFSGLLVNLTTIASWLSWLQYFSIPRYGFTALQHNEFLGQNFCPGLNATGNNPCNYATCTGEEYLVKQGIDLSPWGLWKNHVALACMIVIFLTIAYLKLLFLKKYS
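Times: 10 min at 25 °C | Test system: Two drug-resistant human cell lines, ABCG2 and ABCB1 | Quantity: 3 million cells/mL final, two lines in 1:1 ratio | Signal: Flow cytometry, 530 nm JC-1 signal | Dosing: Compound at 6.6 µM | Controls: Nicardipine and DMSO wells | Reagent: JC-1 as fluorescent efflux pump substrate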
GSH bead fluor – GSH bead compound fluorescence profile | GSH beads flow cytometry, compound fluorescence 488/530 nm; active compounds read high | fluorescence (KMESF) at 10 µM | 190,000 compounds, 0.25% hits; in the data active means fluorescence above about 89;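 further: glutathione beads carrying GST-tagged Bcl family fusion proteins plus one bare bead set; values are compound well signal with DMSO vehicle wells as background; inactives centre near 16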
Bcl-XL Bim block – disrupts Bim peptide binding to human Bcl-XL. Q07817. bead flow cytometry, fluorescence. inhibition, % at 10 µM. 190,000 compounds, 0.04% hits
Bim-Bfl-1 – disrupts Bim binding to human Bfl-1; Q16548; Bead-based flow cytometry, Bim-Bfl-1 binding inhibition; inhibition, % at 10 µM; 190,000 compounds, 0.12% hits; AID 1008;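 further: 0% = wells without compound plus tracer and 100% = blocker peptide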
Bim-Bcl-B – human Bim-Bcl-B interaction inhibition. bead-based flow cytometry, Bim peptide-Bcl-B binding. inhibition, % at 10 µM. 190,000 compounds, 0.073% hits;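 further: 0% = tracer peptide without compound and 100% = reference inhibitor peptide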
Target sequence (Q9HD36 whole entry, looked up): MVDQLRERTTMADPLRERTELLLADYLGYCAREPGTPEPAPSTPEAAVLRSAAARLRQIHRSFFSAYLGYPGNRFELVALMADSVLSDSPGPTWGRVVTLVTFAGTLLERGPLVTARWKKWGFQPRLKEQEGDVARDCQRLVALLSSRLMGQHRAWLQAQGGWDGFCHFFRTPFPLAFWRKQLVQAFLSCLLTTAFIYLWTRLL
Starred values were filed as active, the others as inactive; ? = inconclusive. Unless noted, no stated cut-off is given here; in the data, active means inhibition above about 40%.

nr | Molecule | Bcl-XL Bim block | Bcl-W Bim block | Bim-Bcl-2 | Bim-Bcl-B | RGS4-Gao reg | GSH bead fluor | RGS8-Gao | RGS7-Gao | ABCB1 inh | Bim-Bfl-1 | ABCG2 block
1 | Cn1cccc1Cc1nnc(SCC(=O)NC2CCCCC2)n1CCc1ccccc1 | -5.0 | 0.0 | -7.0 | -6.0 | 101.4 | 17 | 104.2 | 101.3 | 0.2 | -9.0 | -0.1
2 | Cc1ccc(-n2c(C)cc(C(=O)CSc3nncs3)c2C)cc1 | 1.0 | 2.0 | 5.0 | 0.0 | 97.3 | 25 | 87.9 | 92.1 | 1.6 | -3.0 | 12.3
3 | Fc1ccc(-c2onc3ccc(C4OCCO4)cc23)cc1 | -2.0 | -2.0 | -2.0 | -3.0 | 102.2 | 13 | 103.5 | 105.0 | 0.6 | -2.0 | 6.7
4 | CCOC(=O)N1CCC(NC(=O)CSCc2nc(-c3ccc(OC)c(OC)c3)oc2C)CC1 | -5.0 | -2.0 | 0.0 | -2.0 | 100.8 | 15 | 101.1 | 99.2 | 0.8 | -1.0 | 3.2
5 | O=C1CC(NNC(=O)c2ccccc2)C(=O)N1 (stereo not given) | 0.0 | 0.0 | -3.0 | -5.0 | 101.5 | 26 | 99.2 | 100.5 | 0.3 | -1.0 | 0.9
6 | CCOC(=O)c1cnc2c(OC)cccc2c1N1CCN(c2ccc(OC)cc2)CC1 | -4.0 | -3.0 | -10.0 | -11.0 | 100.1 | 30 | 101.6 | 97.2 | 4.7 | -14.0 | 13.8
7 | CC(C)(C)NC(=O)Cn1c(=O)oc2cc(S(=O)(=O)N3CCc4ccccc43)ccc21 | -5.0 | 0.0 | -14.0 | -7.0 | 98.2 | 19 | 104.4 | 96.3 | -1.4 | -14.0 | -2.5
8 | Cc1n[nH]c(C)c1S(=O)(=O)N(CC(=O)Nc1ccc2c(c1)OCCO2)c1ccc(C(C)C)cc1 | -4.0 | 0.0 | -11.0 | -9.0 | 104.2 | 26 | 107.4 | 103.5 | 0.3 | -12.0 | 1.5
9 | O=C(O)c1cn(-c2ccccc2)nc1-c1cccnc1 | -8.0 | 2.0 | -3.0 | -5.0 | 98.1 | 42 | 100.0 | 97.7 | 1.1 | -9.0 | 2.9
10 | O=C(Nc1ccc(Cl)cc1)C(c1ccccc1)N1CCOCC1 (stereo not given) | -1.0 | 0.0 | -2.0 | -2.0 | 96.1 | 12 | 103.0 | 91.9 | 0.4 | -8.0 | 0.5
11 | N#Cc1cccnc1Nc1ccc(Cl)cc1 | 1.0 | -1.0 | 0.0 | -1.0 | 98.9 | 18 | 99.5 | 99.0 | 0.1 | -3.0 | 2.0
12 | C=C(C)Cn1c(COc2ccccc2)nnc1SCC(=O)O | 0.0 | -1.0 | -2.0 | 1.0 | 82.4 | 12 | 95.0 | 84.6 | 1.1 | 0.0 | 4.8
13 | CCc1sc(C(=O)NCCc2ccc(S(N)(=O)=O)cc2)cc1Br | -6.0 | -2.0 | -3.0 | -4.0 | 100.7 | 15 | 101.1 | ? | 0.5 | -6.0 | 15.7
14 | Cc1cc(C)nc(SCc2cc(=O)c(OC(=O)c3ccc(S(=O)(=O)N4CCCC4)cc3)co2)n1 | -6.0 | -1.0 | 2.0 | -2.0 | 97.0 | 9 | 99.9 | 101.1 | 4.7 | 0.0 | 5.7
15 | Cc1ccc(NC(=O)c2ccco2)c([N+](=O)[O-])c1 | -2.0 | 0.0 | -3.0 | -5.0 | 100.9 | 11 | 99.3 | 101.7 | -0.1 | -9.0 | 6.2
16 | CCOC(=O)CC1C(=O)NCCN1C(=O)c1cccc(C(F)(F)F)c1 (stereo not given) | -8.0 | -2.0 | -8.0 | -8.0 | 96.7 | 22 | 100.4 | 99.0 | 1.2 | -19.0 | 5.8
17 | O=c1c2cnn(-c3ccccc3)c2nc(-c2cccs2)n1-c1ccc(Br)cc1 | -4.0 | -3.0 | -5.0 | -7.0 | 102.5 | 17 | 99.5 | 102.9 | 0.1 | 0.0 | 1.6
18 | CCc1ccc(N2CC(C(=O)N/N=C/c3cccc([N+](=O)[O-])c3)CC2=O)cc1 (stereo not given) | -13.0 | -2.0 | -11.0 | -9.0 | 101.9 | 34 | 102.6 | 100.6 | -1.7 | -16.0 | 53.0
19 | CN(C)/N=C/c1c(O)ccc2ccccc12 | -3.0 | -5.0 | 0.0 | -1.0 | 100.9 | 21 | 101.1 | 98.5 | 0.6 | 0.0 | 2.4
20 | CCN(CC)c1ccc(/C=C/C(=O)c2cccnc2)cc1 | 0.0 | 0.0 | 0.0 | -1.0 | 94.7 | 11 | 105.6 | 94.8 | 0.9 | -3.0 | 1.4

Random excerpt: 2 entries already listed.
nr | Molecule | Bcl-XL Bim block | Bcl-W Bim block | Bim-Bcl-2 | Bim-Bcl-B | RGS4-Gao reg | GSH bead fluor | RGS8-Gao | RGS7-Gao | ABCB1 inh | Bim-Bfl-1 | ABCG2 block
2 | Cc1ccc(-n2c(C)cc(C(=O)CSc3nncs3)c2C)cc1 | 1.0 | 2.0 | 5.0 | 0.0 | 97.3 | 25 | 87.9 | 92.1 | 1.6 | -3.0 | 12.3
20 | CCN(CC)c1ccc(/C=C/C(=O)c2cccnc2)cc1 | 0.0 | 0.0 | 0.0 | -1.0 | 94.7 | 11 | 105.6 | 94.8 | 0.9 | -3.0 | 1.4

The listing picks up with the two entries that preceded the break.
nr | Molecule | Bcl-XL Bim block | Bcl-W Bim block | Bim-Bcl-2 | Bim-Bcl-B | RGS4-Gao reg | GSH bead fluor | RGS8-Gao | RGS7-Gao | ABCB1 inh | Bim-Bfl-1 | ABCG2 block
19 | CN(C)/N=C/c1c(O)ccc2ccccc12 | -3.0 | -5.0 | 0.0 | -1.0 | 100.9 | 21 | 101.1 | 98.5 | 0.6 | 0.0 | 2.4
20 | CCN(CC)c1ccc(/C=C/C(=O)c2cccnc2)cc1 | 0.0 | 0.0 | 0.0 | -1.0 | 94.7 | 11 | 105.6 | 94.8 | 0.9 | -3.0 | 1.4
21 | Cc1nc(SCc2c(F)cccc2Cl)n[nH]1 | 3.0 | 0.0 | -9.0 | -9.0 | 108.0 | 39 | 104.4 | 107.4 | 0.5 | -13.0 | 0.9
22 | CC(=O)N1CCN(c2ccc(NCc3ccc(C(C)C)cc3)cc2)CC1 | -28.0 | -2.0 | -6.0 | 1.0 | 59.3 | 38 | 84.4 | 82.1 | -1.2 | -7.0 | 0.2
23 | CC(C)NS(=O)(=O)c1cccc2nsnc12 | -2.0 | -2.0 | -1.0 | -1.0 | 106.9 | 8 | 108.4 | 105.5 | 0.3 | -2.0 | 1.3
24 | O=C(CCNC(=O)c1ccccc1Cl)Nc1ccc2c(c1)OCO2 | 0.0 | 0.0 | -3.0 | -2.0 | 94.7 | 5 | 99.5 | 94.8 | 0.0 | -7.0 | 0.7
25 | CCSC1=C(C#N)C(c2ccc(Cl)cc2)C2=C(CCCC2=O)N1 (stereo not given) | -7.0 | -4.0 | -8.0 | -10.0 | 105.9 | 12 | 103.1 | 101.8 | 0.5 | -16.0 | 2.3
26 | CCn1c(-c2ccc(Cl)cc2)n[nH]c1=S | -10.0 | -3.0 | -8.0 | -21.0 | 99.2 | 34 | 96.7 | 100.6 | -1.4 | -13.0 | 23.4
27 | COc1ccc(C)cc1S(=O)(=O)Nc1ccncc1 | 0.0 | 0.0 | -2.0 | 0.0 | 94.2 | 24 | 97.9 | 97.2 | 0.0 | -5.0 | 0.0
28 | CCn1c(=O)cc(SCC(=O)N2CCCCC2)c2ccccc21 | -1.0 | 0.0 | 0.0 | -1.0 | 101.4 | 16 | 92.7 | 102.5 | 0.7 | 0.0 | 1.6
29 | CC1Cc2ccccc2N1C(=O)CNc1cccc(S(=O)(=O)N2CCCC2)c1 (stereo not given) | 0.0 | 2.0 | 0.0 | -2.0 | 101.1 | 13 | 102.8 | 100.7 | 0.7 | -5.0 | 20.0
30 | Cc1sc2ncnc(NCc3cccnc3)c2c1C | 1.0 | -1.0 | -5.0 | -6.0 | 91.6 | 8 | 95.4 | 97.8 | 0.4 | -5.0 | 6.0
31 | CN(C1CCCCC1)S(=O)(=O)c1ccc2c(c1)c(=O)c(C(=O)NCCN1CCCC1)cn2C | -2.0 | 3.0 | -4.0 | -2.0 | 101.8 | 22 | 101.0 | 99.3 | 0.1 | -7.0 | 0.3
32 | O=S(=O)(c1ccccc1)N1CCN(c2nc(-c3cccs3)nc3ccccc23)CC1 | -7.0 | -3.0 | -2.0 | -4.0 | 101.8 | 23 | 99.4 | 99.2 | 3.7 | -2.0 | 1.9
33 | O=C(O)c1nn2cc(CCO)cnc2c1Cl | 0.0 | 2.0 | 3.0 | -1.0 | 98.0 | 11 | 103.0 | 94.9 | 0.0 | -2.0 | 0.5
34 | O=C(O)c1nccnc1C(=O)NCCc1c[nH]c2ccccc12 | -1.0 | 3.0 | -2.0 | -2.0 | 101.0 | 9 | 102.5 | ? | 0.6 | -8.0 | 4.2
35 | COc1ccccc1C(=O)Oc1ccc(C(C)C)cc1 | -4.0 | 0.0 | -7.0 | -3.0 | 101.8 | 15 | 101.9 | 103.3 | 0.2 | -9.0 | 0.7
36 | O=C(O)CCC(=O)N1N=C(c2c(-c3ccccc3)c3cc(Cl)ccc3[nH]c2=O)CC1c1ccccc1 (stereo not given) | -4.0 | 0.0 | 1.0 | 2.0 | 101.3 | 14 | 100.4 | 99.9 | -0.7 | 5.0 | -3.8
37 | O=c1c(Cl)c(NCc2ccc(F)cc2)cnn1C12CC3CC(CC(C3)C1)C2 | -8.0 | 0.0 | 2.0 | -8.0 | 100.0 | 4 | 103.0 | 102.8 | 1.8 | 0.0 | 16.8
38 | COCCCNC(=O)c1ccccc1Oc1ccccc1 | -4.0 | 0.0 | -5.0 | -3.0 | 97.0 | 15 | 100.3 | 97.3 | 0.2 | -14.0 | 0.9
39 | COc1ccc(N/N=C(/C)c2cnnc(-c3ccccc3)n2)cc1 | 0.0 | -4.0 | -3.0 | -4.0 | 97.2 | 7 | 102.4 | 99.7 | 0.4 | -3.0 | 2.8
40 | Cc1cccc(-n2c(Cc3ccccc3)n[nH]c2=S)c1 | -3.0 | 1.0 | -1.0 | -66.0 | 108.6 | 14 | 105.4 | 105.0 | -1.3 | 1.0 | -2.6
41 | Cc1nc2ncnn2c(N2CCN(C(=O)Cc3cccs3)CC2)c1C | -4.0 | 0.0 | 0.0 | -2.0 | 94.2 | 12 | 102.4 | 94.2 | 0.9 | -2.0 | 3.9
42 | Cc1cccc(NC(=S)NC(=O)CC2CC(C)(C)OC2=O)c1 (stereo not given) | -1.0 | 0.0 | 4.0 | -2.0 | 101.0 | 7 | 97.6 | 98.7 | 0.3 | 2.0 | 6.3
43 | O=C(N/C(=C\c1cccnc1)c1nc2ccccc2[nH]1)c1cccc(Br)c1 | -1.0 | 0.0 | 2.0 | -3.0 | 99.8 | 9 | 102.7 | 101.3 | -1.5 | 1.0 | -0.8
44 | COc1ccc(C2=[N+]([O-])C(C)(C)C(c3ccccc3)=N2)cc1 | 3.0 | 1.0 | 0.0 | -1.0 | 103.3 | 13 | 101.2 | 101.4 | 0.1 | -2.0 | 3.0
45 | O=c1c(Oc2ccccc2F)coc2cc(OCc3cnn(-c4ccccc4)c3)ccc12 | 2.0 | -1.0 | -4.0 | -3.0 | 102.3 | 13 | 103.7 | 101.0 | 0.2 | -14.0 | 0.8
